# PNC inhibitor – inhibitors of perinucleolar compartment assembly | PC3M PTB-GFP, PNC prevalence imaging, 16 h; active compounds read low | activity change (PNC), negative = inhibition, % at 10 µM | 140,000 tested, 3.1% active | AID 2417;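 active means readout at or below -70, meaning at least 70% loss of cells showing the perinucleolar compartment, a nuclear body marking cancer cells; inconclusive means readout between -30 and a set limit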;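 further: plate controls were DMSO wells for no effect and camptothecin positive control wells for full effect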
#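 Compounds are pinned in duplicate onto adhered PC3M cells stably expressing GFP-tagged PTB and incubated 16 h at 37 C. Cells are then fixed, nuclei stained with Hoechst, and PNC-positive cells counted.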
# 12-hLO inh – inhibitors of human 12-lipoxygenase (ALOX12); P18054; purified 12-hLO, xylenol orange hydroperoxide absorbance; Potency, µM (highest dose often 57.1 µM), inactives show top-dose activity change, negative = inhibition, hits mostly inhibitors; 150,000 tested, 0.12% active; further: potency means the concentration at half of the fitted maximal effect; nearly all actives have a fitted effect of over 55% in size; many of its hits are not listed in these tables
# Target sequence (P18054 whole entry, looked up): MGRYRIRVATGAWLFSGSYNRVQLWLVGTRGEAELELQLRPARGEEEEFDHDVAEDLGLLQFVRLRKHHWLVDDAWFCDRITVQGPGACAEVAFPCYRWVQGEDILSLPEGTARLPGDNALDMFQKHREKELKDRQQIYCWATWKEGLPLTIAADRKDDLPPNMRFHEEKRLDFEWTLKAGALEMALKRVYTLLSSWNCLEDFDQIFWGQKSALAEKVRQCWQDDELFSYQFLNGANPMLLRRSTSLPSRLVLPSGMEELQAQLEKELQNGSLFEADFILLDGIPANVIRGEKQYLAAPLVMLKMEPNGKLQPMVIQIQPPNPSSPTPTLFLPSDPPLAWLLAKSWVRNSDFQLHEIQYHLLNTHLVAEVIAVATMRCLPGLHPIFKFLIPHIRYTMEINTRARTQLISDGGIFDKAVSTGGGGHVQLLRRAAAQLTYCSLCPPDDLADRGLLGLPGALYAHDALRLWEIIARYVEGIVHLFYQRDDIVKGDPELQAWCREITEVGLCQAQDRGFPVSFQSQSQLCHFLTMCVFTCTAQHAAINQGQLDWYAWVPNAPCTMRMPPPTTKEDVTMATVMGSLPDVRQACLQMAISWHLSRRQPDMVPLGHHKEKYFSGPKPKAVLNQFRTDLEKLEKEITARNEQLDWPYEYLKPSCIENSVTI
#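 Lipoxygenase turnover measured by absorbance at 573 and 405 nm after Fe-XO development. Human 12hLO 150 nM, arachidonate 40 uM, pH 7.0 Hepes buffer with detergent; 15 min compound preincubation, 30 min reaction.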
# ALOX15B inhib – inhibitors of human 15-lipoxygenase 2 (ALOX15B) | O15296 | AID 881 | purified 15hLO-2, xylenol orange hydroperoxide absorbance | Potency, µM (doses to about 57.1 µM), for the others: top-dose activity change, negative = inhibition, usual class: inhibitors | 110,000 tested, 0.56% active; further: potency means the concentration at half of the fitted maximal effect; nearly all actives have a fitted effect of over 60% in size; many of its hits are not listed in these tables
#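 Read-out: hydroperoxide product oxidises ferrous iron, measured as xylenol orange complex via the 573-to-405 nm absorbance ratio after 30 min. Reaction: 50 nM enzyme, 15 min compound preincubation, 45 uM arachidonic acid, 90 min RT, Hepes pH 7.5 with Triton X-100.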
# IMPase inh – IMPase inhibition in cells | CHO-M1 cells, IP1 accumulation, HTRF TR-FRET ratio | inhibition (IP1 accumulation), % at 46.1 µM | 120,000 tested, under 10 active | AID 901; active means well fitted curve in the direction sought with a large enough effect in the signal ratio, not every such curve was filed as active; inconclusive means small, poorly fitted or top-dose-only effect, or a change in a side signal; inactive means no such curve, though single readings can be large or run the other way; the % refers to the signal ratio;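 further: cells stimulated with carbachol in lithium chloride buffer; plate controls were DMSO basal wells for no effect and reference inhibitor wells for full effect; higher means more IMPase inhibition seen as more IP1 and lower FRET ratio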
# Target sequence (P97697 whole entry, looked up): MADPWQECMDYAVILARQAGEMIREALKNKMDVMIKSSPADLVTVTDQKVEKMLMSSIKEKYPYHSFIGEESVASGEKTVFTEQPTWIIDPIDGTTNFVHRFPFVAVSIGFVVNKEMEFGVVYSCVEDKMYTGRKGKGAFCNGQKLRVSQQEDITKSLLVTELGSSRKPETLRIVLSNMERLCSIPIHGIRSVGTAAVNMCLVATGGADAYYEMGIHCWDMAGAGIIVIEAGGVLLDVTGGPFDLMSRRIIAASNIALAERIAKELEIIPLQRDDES
#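 Seeded CHO-M1 cells were dosed with compound at up to 46 uM, stimulated with carbachol for 30 min, then lysed in IP-One detection reagents. Higher IP1 lowers the TR-FRET signal.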
# An asterisk follows results filed as active; ? = inconclusive; · = not tested or not shown; [ ] = dose if it differs, or a comment. Unless noted, the call rests on the fitted dose curve; in most records, active means well fitted curve in the direction sought with a large enough effect; inconclusive means small, poorly fitted or top-dose-only effect, or another doubt; inactive means no such curve, though single readings can be large; an effect the other way counts as inactive or inconclusive. Unless noted, on the % scale 0 is the no-effect control and ±100 the full control effect. The list is partial. The share of hits here may be higher or lower than overall.
SMILES,PNC inhibitor,12-hLO inh,ALOX15B inhib,IMPase inh
CCCC/C=C/C(NC(=O)c1ccc(C(F)(F)F)cc1)c1ccccc1 (stereo not given),·,2.0%,-1.3%,·
COC(=O)c1ccc(CSc2nnc(-c3ccc4c(c3)OCO4)n2-c2ccccc2)o1,-4.5,-4.8%,·,·
CCOC(=O)Cc1csc(NC(=O)NC2(C(F)(F)F)Oc3ccc(Cl)cc3O2)n1 (stereo not given),?,-25.3%,?,-1.9
Cc1ccc(C(C(=O)NCCc2ccccc2)N(C(=O)c2csnn2)C2CC2)o1 (stereo not given),12.0,-5.4%,-4.9%,2.0
Cc1cc(Nc2ccccc2)n(-c2ccc(Br)cc2)n1,?,-10.8%,-8.2%,5.3
CCC1Oc2ccc(C)cc2N(CC(=O)N(Cc2ccc(C)o2)C2CC(C)(C)NC(C)(C)C2)C1=O (stereo not given),-18.6,-2.2%,·,·
O=C(COc1ccccc1F)Nc1ccc(S(=O)(=O)NCc2ccco2)cc1,?,-2.7%,9.0%,-1.3
COc1cc(SC)ccc1C(=O)Nc1ccc(C)cc1C,?,3.4%,·,·
O=[N+]([O-])CC(=Nc1ccc(Cl)cc1)N/N=C\c1oc(O)c2ccccc12,3.5,?,?,-5.6
CC1(C)CC(=O)C(C=NCC2CCNCC2)=C(O)C1,4.4,-0.4%,-2.5%,23.3
COc1ccc(NC(NC(=O)c2ccc(OC)cc2)C(Cl)(Cl)Cl)cc1 (stereo not given),-3.1,-0.5%,-12.0%,6.6
COc1ccc(-n2c(SCC#N)nc3ccccc3c2=O)cc1,8.0,-5.5%,-5.0%,14.9
Cc1cccn2c(=O)c3cc(C#N)c(=N)n(CCN4CCOCC4)c3nc12,14.8,-7.7%,-9.3%,0.4
O/N=C1/CCCCc2sccc21,-3.6,-0.8%,7.8%,5.9
Cc1ccc(S(=O)(=O)/C(C#N)=C/c2c(N3CCN(C)CC3)nc3ccccn3c2=O)cc1,27.0,-9.5%,-14.1%,4.8
CCOC(=O)c1sc(NC(=O)CN(CC)CC)c(C(=O)OCC)c1C,-2.3,0.3%,-8.5%,-6.4
Cn1cc(Cl)c(-c2n[nH]c(=S)n2-c2ccc(F)cc2)n1,-23.5,-2.9%,·,·
C=CCc1cc(/C=N\NC(=O)CSc2nnc(CCCc3ccc(OC)c(C)c3)o2)cc(OC)c1O,22.8,-4.8%,?,6.8
COc1cc(OC)cc(C(=O)NCC(=O)OCC(=O)c2ccc3c(c2)-c2ccccc2C3)c1,3.0,4.3%,·,-2.1
c1ccc2c(c1)[nH]c1ccccc12,·,-0.6%,-10.1%,·
CCOc1ccc(N(CC(=O)NCC2CCCO2)S(=O)(=O)c2ccc(OC)c(OC)c2)cc1 (stereo not given),24.3,-2.6%,·,15.0
O=C(CCl)N(c1ccc(Cl)cc1)c1c[nH]c2ccccc12,27.1,-4.9%,-6.2%,-6.8
c1cncc(CNc2nc(-c3ccc4c(c3)OCO4)nc3ccccc23)c1,·,-10.1%,9.5%,·
FC(F)(F)c1cnc(Sc2nnc(-c3cccs3)n2CC2CCCO2)c(Cl)c1 (stereo not given),?,3.9%,-12.4%,-2.7
CC(=O)OC1CC[C@@]2(C)C3CC[C@@]4(C)C(CC5O[C@@]6(CCC(C)CO6)C(C)C54)C3CC[C@@H]2C1 (stereo not given in full),·,0.6%,-5.3%,·

# Complete entries from above. Values in the order: PNC inhibitor, 12-hLO inh, ALOX15B inhib, IMPase inh
# Entry for `O=C(COc1ccccc1F)Nc1ccc(S(=O)(=O)NCc2ccco2)cc1` = ?, -2.7%, 9.0%, -1.3
# Entry for `COc1cc(SC)ccc1C(=O)Nc1ccc(C)cc1C` = ?, 3.4%, ·, ·

# (continued)
SMILES,PNC inhibitor,12-hLO inh,ALOX15B inhib,IMPase inh
COc1ccc(N2CCN(c3nc(NCCO)nc(N4CCOCC4)n3)CC2)cc1,10.7,-1.6%,0.4%,3.1
CCOc1ccc(Nc2nc(Cc3nnc(SCC(=O)N(CC)CC)n3C)cs2)cc1,-5.6,-3.0%,·,6.1
COc1ccc(-n2nnc3c(SCC(=O)NCc4ccco4)ncnc32)cc1,1.9,-5.4%,-27.6%,-0.2
Cc1nc2ccccc2c(=O)n1CC(=O)N1CCOCC1,-84.7*,1.7%,5.1%,-4.8
O=C(NCCN1CCN(Cc2ccccc2Cl)CC1)Nc1ccccc1,94.7,4.4%,·,14.1
COc1ccc(CN2C(=O)c3cccnc3C2O)cc1 (stereo not given),-12.7,-5.8%,-7.4%,-6.4
COc1ccc(OCC(O)Cn2c(=N)n(CCN3CCOCC3)c3ccccc32)cc1 (stereo not given),-26.8,-5.9%,6.2%,9.1
CCCN(CCC)CCNC(=O)C1c2ccccc2C(=O)N(CCOC)C1c1ccc(F)cc1 (stereo not given),?,6.5%,13.1%,-2.2
CCOc1ccc(N(CC(=O)NCc2cccc(OC)c2)S(=O)(=O)c2c(C)noc2C)cc1,?,1.4%,10.3%,12.3
CN1CCN(C(=O)C2CCC(CNS(=O)(=O)c3cccc4cccnc34)CC2)CC1 (stereo not given),-0.1,4.5%,1.1%,-0.1
CC(C)NC(=O)C1CCN(C(=O)C(C(=O)c2ccccc2)n2cc(Cl)ccc2=O)CC1 (stereo not given),-20.6,-0.4%,-7.6%,2.6
CSc1nc2ccccc2n1Cc1c(Cl)cccc1Cl,8.4,-0.2%,7.1%,14.6
C#CCNc1nc(C)nc2c1nnn2Cc1ccccc1F,?,-1.5%,2.5%,3.2
COC(=O)c1sccc1NC(=O)C1C2C=CC(O2)C1C(=O)O (stereo not given),?,2.5%,-9.5%,-5.4
CCOC(=O)c1sc(NC(=O)c2cc(S(=O)(=O)N3CCOCC3)ccc2C)nc1C,-23.4,-5.0%,8.3%,28.1
COc1ccc(OC)c2c1sc(=NC(=O)c1cccc(N3C(=O)CCC3=O)c1)n2C,-27.5,1.3%,-8.2%,-1.7
CN(C)S(=O)(=O)c1cccc(NC(=O)COC(=O)/C=C/c2ccco2)c1,27.4,-10.0%,·,·
CCOc1ccc(C(CC(=O)O)NS(=O)(=O)c2ccc(C)cc2)cc1OC (stereo not given),-20.9,-2.5%,-10.7%,-2.3
Cc1ccc(-c2cnn(-c3cccc(C(F)(F)F)c3)c2N)cc1,10.3,-0.4%,-8.6%,6.1
CCC(C)Nc1c2c(nc3c(-c4ccccc4)c(C)nn13)CCC2 (stereo not given),14.3,10.4%,·,8.0
Cc1ccc(NC(=O)CSCC(=O)N2CCOCC2)cc1,?,-4.8%,·,?
Nc1nc(CSCc2ccccc2)nc(N2CCOCC2)n1,-106.5*,-5.2%,-8.9%,2.9
Cc1ccc(S(=O)(=O)CCC(=O)NCc2ccccc2Cl)cc1,?,-1.7%,·,·
O=C(NCCN1CCN(c2ccccc2)CC1)c1cccn2c(=O)c3ccccc3nc12,22.3,-0.6%,·,-4.1
COC(=O)c1ccc(C23CC4(C2)[C@H](CN(Cc2ccc(C(F)(F)F)cc2)[C@@H]4c2ccccc2)C3c2ccc(Cl)nc2)cc1 (stereo not given in full),·,-2.8%,5.4%,·

# Carrying on:
SMILES,PNC inhibitor,12-hLO inh,ALOX15B inhib,IMPase inh
Cc1nnc(-c2ccco2)c2cn(-c3cccc(Br)c3)nc12,-5.8,-7.9%,·,·
Cc1ccnc(NS(=O)(=O)c2ccccc2)n1,?,-1.2%,6.8%,-6.8
COc1ccc(NC(=O)COC(=O)C2CCCCC2)c([N+](=O)[O-])c1,39.1,-2.2%,·,7.2
Cc1cccc(NC(=S)NNc2ncc(C(F)(F)F)cc2Cl)c1,39.6,-16.5%,·,·
CCn1cc(Br)c(C(=O)N2CCN(c3ccccc3)CC2)n1,?,-2.9%,3.5%,2.3
CC(C)N1C(=O)/C(=C\c2nc3ccccc3c(=O)n2-c2ccccc2)c2ccccc21,?,-0.6%,·,·
Cc1nc2ccc(NC(=O)c3cccc(S(=O)(=O)N(C)c4ccccc4)c3)cc2s1,?,-3.4%,·,·
Cc1ccc2nsnc2c1S(=O)(=O)Nc1cccc2nsnc12,?,-6.2%,-3.7%,-1.6
CC(C)(C)C1CCC(=NNC(=O)C(=O)NC2CCCCC2)CC1 (stereo not given),-13.4,-0.3%,·,·
Cc1ccc(-n2nc(C)c3c(C)c(CCC(=O)NCc4ccccc4)c(C)nc32)cc1,36.3,-2.5%,3.6%,1.8
O=c1nccc(NCc2ccco2)[nH]1,12.9,3.6%,0.9%,1.1
COc1ccc2c(c1)O[C@@H](c1cccc(C(F)(F)F)c1)[C@H](OC(=O)NCCc1ccc(OC)c(OC)c1)C2=O,?,-11.7%,·,·
O=C(COc1ncnc2scc(-c3ccc(Cl)cc3)c12)NCc1ccco1,24.8,-6.7%,4.4%,-1.2
Cc1nc2ncnn2c(C)c1CCC(=O)N1CCCCC1,12.5,3.6%,-3.8%,3.5
CC(=O)c1cccc(NC(=S)NC(=O)c2ccc(Cl)cc2)c1,-17.5,4.5%,·,·
CN(C)CCCNc1ncnc2c1cnn2-c1ccccc1,38.1,-0.7%,20.1%,5.1
O=C(CSc1nnc(-c2ccco2)n1Cc1ccccc1)NCc1ccccc1,200.0,1.7%,·,2.9
CCCCCCNC(=O)Nc1ccccc1,16.7,2.3%,-1.6%,-5.5
NC(=O)c1cc2ccc(O)cc2oc1=Nc1ccccc1,51.7,-9.0%,-25.4%,-0.3
O=C1CC(c2ccccc2)CC(O)=C1C=NCc1ccc(Cl)cc1 (stereo not given),108.2,3.7%,17.2%,3.6
O=C(Nc1ccccc1F)c1ccc(S(=O)(=O)NCC2CCCO2)cc1 (stereo not given),?,-2.6%,-1.3%,-2.5
O=C1CCCN1Cc1ncnn1-c1ccccc1,-100.0*,-1.1%,·,2.9
Cc1c(NC(=O)c2ccc(Cl)s2)c(=O)n(-c2ccccc2)n1C,?,1.8%,·,·
O=C(NCCCn1ccnc1)c1sc2cccc(F)c2c1Cl,6.4,-4.7%,31.1%[activator],3.1
COc1cccc(N(C(=O)Cn2nnc(-c3ccc(C)o3)n2)C(C(=O)NC(C)(C)C)c2cccs2)c1 (stereo not given),-25.5,-3.8%,·,8.8

# Of the compounds above, 3 have bromine.
SMILES,PNC inhibitor,12-hLO inh,ALOX15B inhib,IMPase inh
Cc1cc(Nc2ccccc2)n(-c2ccc(Br)cc2)n1,?,-10.8%,-8.2%,5.3
Cc1nnc(-c2ccco2)c2cn(-c3cccc(Br)c3)nc12,-5.8,-7.9%,·,·
CCn1cc(Br)c(C(=O)N2CCN(c3ccccc3)CC2)n1,?,-2.9%,3.5%,2.3

# Additional compounds
SMILES,PNC inhibitor,12-hLO inh,ALOX15B inhib,IMPase inh
CCC(=O)N1CCN(c2cc(C)ccc2C)CC1,39.6,4.9%,-4.9%,6.9
COc1ccc(NC(=O)C2CC(=O)N(c3cc(C)ccc3C)C2)cc1 (stereo not given),-19.0,1.0%,4.7%[2.29 µM],4.2
CCOC(=O)c1c(NC(=O)CSc2nnc3c(Cl)cc(Cl)cn23)sc2c1CCC2,-13.7,1.2%,·,-2.5
Cn1c(-c2ccccc2)cnc1SCc1nc2ccccc2c(=O)[nH]1,-3.1,-0.5%,5.6%,-8.3
O=C(CSc1nc2ncc(Br)cc2[nH]1)c1cccc([N+](=O)[O-])c1,5.5,-2.6%,·,-5.1
Cc1ccc(S(=O)(=O)N(CCCO)CC(O)CON=C2c3ccccc3-c3ccccc32)cc1 (stereo not given),32.2,-5.1%,·,2.1
CC1=C(C)CC(C(=O)NNC(=O)c2csc3c2CCC(C(C)(C)C)C3)C(C(=O)O)C1 (stereo not given),37.5,-4.5%,·,·

# Compounds above containing a tert-butyl group:
SMILES,PNC inhibitor,12-hLO inh,ALOX15B inhib,IMPase inh
CC(C)(C)C1CCC(=NNC(=O)C(=O)NC2CCCCC2)CC1 (stereo not given),-13.4,-0.3%,·,·
COc1cccc(N(C(=O)Cn2nnc(-c3ccc(C)o3)n2)C(C(=O)NC(C)(C)C)c2cccs2)c1 (stereo not given),-25.5,-3.8%,·,8.8
CC1=C(C)CC(C(=O)NNC(=O)c2csc3c2CCC(C(C)(C)C)C3)C(C(=O)O)C1 (stereo not given),37.5,-4.5%,·,·

# Compound activity: PubChem, National Center for Advancing Translational Sciences (NCATS)
